SMARCA2 act: activators of SMARCA2 function | AID 652017 | hit rate 1% among 370,000 | activation, % at 9.1 µM | MG213 cells, MMTV-luciferase reporter, dexamethasone, overnight; in the data active means activation above about 7.8%;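 further: 0% = vehicle wells and 100% = reference activator wells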
NPR1 activator: GC-A (human) enzyme activation. HEK293 GC-A cells, cGMP TR-FRET, EC30 ANP; 0% at EC30 ANP, 100% saturating ANP. activation, % at 10 µM. hit rate 0.14% among 370,000. P16066; in the data active means activation above about 40%
Target sequence (P16066 whole entry, looked up): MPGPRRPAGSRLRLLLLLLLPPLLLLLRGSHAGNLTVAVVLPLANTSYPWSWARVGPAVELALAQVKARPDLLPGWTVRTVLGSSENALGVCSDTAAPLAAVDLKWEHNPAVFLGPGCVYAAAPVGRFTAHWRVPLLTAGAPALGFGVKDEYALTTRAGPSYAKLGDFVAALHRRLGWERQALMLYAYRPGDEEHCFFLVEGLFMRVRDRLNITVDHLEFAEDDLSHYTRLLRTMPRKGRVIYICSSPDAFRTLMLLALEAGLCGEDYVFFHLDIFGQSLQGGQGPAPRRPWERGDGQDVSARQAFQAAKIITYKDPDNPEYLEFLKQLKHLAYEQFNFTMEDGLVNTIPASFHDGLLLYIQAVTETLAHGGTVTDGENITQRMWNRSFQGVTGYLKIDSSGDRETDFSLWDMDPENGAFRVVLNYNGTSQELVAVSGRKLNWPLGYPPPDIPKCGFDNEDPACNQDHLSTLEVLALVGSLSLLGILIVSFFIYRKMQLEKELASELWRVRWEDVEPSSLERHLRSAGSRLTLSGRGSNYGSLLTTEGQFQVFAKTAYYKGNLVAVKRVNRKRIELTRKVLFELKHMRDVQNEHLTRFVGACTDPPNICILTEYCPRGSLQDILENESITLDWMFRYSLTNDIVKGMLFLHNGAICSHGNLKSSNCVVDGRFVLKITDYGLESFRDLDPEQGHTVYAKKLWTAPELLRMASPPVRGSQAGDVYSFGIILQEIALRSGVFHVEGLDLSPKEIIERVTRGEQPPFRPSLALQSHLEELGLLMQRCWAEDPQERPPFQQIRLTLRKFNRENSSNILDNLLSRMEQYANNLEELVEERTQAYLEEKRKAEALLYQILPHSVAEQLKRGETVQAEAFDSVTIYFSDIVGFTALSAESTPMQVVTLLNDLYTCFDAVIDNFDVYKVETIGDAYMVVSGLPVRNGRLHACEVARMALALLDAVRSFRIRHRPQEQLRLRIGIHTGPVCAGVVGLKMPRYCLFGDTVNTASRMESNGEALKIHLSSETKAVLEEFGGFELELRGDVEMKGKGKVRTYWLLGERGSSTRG
FXN GAA850 act: activators of GAA850 frataxin (FXN) promoter; activation, % at 6 µM; AID 540364; HEK293 lucGAA850 FXN promoter luciferase reporter, 24 h; percent of 10 µM SAHA response; hit rate 0.56% among 360,000;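 active means activation above the average of all compounds screened plus 3 SD, cutoff fixed separately per campaign, cut at about 7.5% in these data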;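 further: 0% = DMSO wells and 100% = 10 µM SAHA wells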
DAX1 inh-1: DAX1 (NR0B1) inhibition, primary screen; HEK293T StAR-luciferase reporter, SF-1/DAX-1 repression relief; inhibition, % at 6.8 µM; hit rate 1.1% among 370,000; AID 652010;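 active means inhibition above the mean over all tested compounds plus 3 SD, cut at about 3.6% in these data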;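 further: 0% = DAX-1 cells with DMSO and 100% = cells lacking DAX-1 with DMSO; higher inhibition means more luminescence from relief of DAX-1 repression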
ADAM10 inh: inhibits human ADAM10. O14672. recombinant ADAM10, EDANS/DABCYL FRET peptide cleavage, 3 h. inhibition, % at 7 µM. hit rate 0.62% among 370,000. AID 720582;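 active means inhibition above a per-campaign cutoff equal to the mean of compounds falling between control-based bounds plus 3 SD, cut at about 20% in these data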;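 further: 0% = DMSO wells while the 100% control is not disclosed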
sPLA2-III inh: Blocks human group III sPLA2 activity | Q9NZ20 | QFRET BODIPY PC-A2 liposome hydrolysis, fluorescence | inhibition, % at 12.2 µM | hit rate 0.56% among 370,000;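 active means inhibition above mean plus 3 SD of compounds lying within the high and low control bounds, cut at about 19% in these data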;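 further: 0% = median of test compound wells and 100% = no enzyme DMSO wells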
hcDAF12 agonist: H. contortus DAF-12 activation, primary screen; hit rate 1.4% among 370,000; activation, % at 6.8 µM; HEK293 hcDAF-12 lit1-tk-luc reporter, luminescence; 0% DMSO, 100% Δ7-dafachronic acid; AID 652067;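 active means activation above the mean of all tested compounds plus 3 SD, cut at about 5.5% in these data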;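 further: 100% = response to 3 µM Δ7-dafachronic acid high control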
ssDAF12 agonist: activators of S. stercoralis DAF-12 nuclear receptor. HEK293 ssDAF-12/GRIP1 lit1-tk-luc reporter, luminescence; % of 3 µM dafachronic acid response. activation, % at 6.8 µM. hit rate 1% among 370,000. AID 652126;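 active means activation above the mean over all tested compounds plus 3 SD, cut at about 0.9% in these data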;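 further: 0% = DMSO-only wells and 100% = 3 µM delta7-dafachronic acid wells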
hgDAF12 agonist: agonists of H. glycines DAF-12 nuclear receptor. activation, % at 6.8 µM. AID 687014. hit rate 1.8% among 370,000. HEK293 GAL4-hgDAF12 UAS-luciferase reporter, agonist luminescence; normalized to butyrate control;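 active means activation above a cutoff set at the mean of all screened compounds plus 3 SD, cut at about 10% in these data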;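 further: 0% = DMSO wells and 100% = sodium butyrate wells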
NPR2 activator: GC-B (human) receptor activation; P20594; HEK293-GC-B cells, CNP EC30, cGMP TR-FRET; 0% at EC30 CNP, 100% saturating CNP; activation, % at 10 µM; hit rate 0.11% among 370,000;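 active means activation at 10 µM reaching about 35% in either raw or pattern-adjusted values, limit read from the data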
DAX1 inh-2: inhibitors of human orphan nuclear receptor DAX1 (NR0B1); P51843; HEK293 Gal4-DAX1 luciferase reporter, luminescence; inhibition, % at 6.75 µM; hit rate 0.99% among 340,000; AID 504766;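 active means inhibition above the mean over all tested compounds plus 3 SD, cut at about 4.2% in these data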;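 further: 0% = DAX1-transfected cells with DMSO and 100% = empty-vector control cells with DMSO; inhibition shows as a rise in luminescence from relieved DAX1 repression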
* = called active by the depositor; i = inactive; x = not tested or not shown.

SMILES	SMARCA2 act	NPR1 activator	FXN GAA850 act	DAX1 inh-1	ADAM10 inh	sPLA2-III inh	hcDAF12 agonist	ssDAF12 agonist	hgDAF12 agonist	NPR2 activator	DAX1 inh-2
CC12CCC(=O)C=C1C=CC1C2CCC2(C)C(O)CCC12 (stereo not drawn)	-1	-3	3.9	-0.7	-33	10	-2.7	-1.5	-4.4	-4	-2.4
O=c1[nH]c(=O)n(Cc2ccc(F)cc2)c(O)c1C=NCc1cccnc1	0	3	1.0	0.2	7	7	0.2	-1.5	0.0	0	0.9
COc1ccc(OC)c(CC(=O)N(C)C2CCCN(Cc3ccccc3F)C2)c1 (stereo not drawn)	-3	-9	0.4	0.8	-9	7	-3.1	-1.5	0.2	1	-1.6
O=C(Nc1ccc(Cl)cc1)O/N=C(\c1ccccc1)c1ccccn1	1	6	4.7	0.7	-10	3	0.6	-0.5	3.1	3	0.1
C=CCC1(CCCCC)C(=O)NC(=S)NC1=O	0	0	-0.1	-0.6	-23	10	-1.6	-1.0	-0.3	-2	0.8
CC(C)NC(C)C(=O)C12CC3CC(CC(C3)C1)C2 (stereo not drawn)	0	2	4.2	-0.3	4	-4	0.0	-1.2	-1.7	4	0.7
NS(=O)(=O)c1nc[nH]c1[N+](=O)[O-]	-2	-1	1.0	1.2	-1	5	0.4	-1.6	-1.1	1	-0.5
Cc1cccc(N2C(=O)NC(=O)/C(=C\c3cccn3-c3ccc(Cl)cc3)C2=O)c1	0	7	2.0	-0.6	-1	-10	-1.7	-1.0	-2.8	5	-0.1
FC(F)(F)c1ccccc1CN1CCN(Cc2ccccc2)CC1	-4	1	-1.6	0.2	-4	8	0.6	-1.2	-1.9	1	-1.0
CC1CCCCN1C(=O)c1ccc(N2CC3CC(C2)c2cccc(=O)n2C3)c([N+](=O)[O-])c1 (stereo not drawn)	-1	-2	0.2	0.4	-9	4	-2.5	-1.9	0.6	0	-0.2
Cc1cc([N+](=O)[O-])c(Cl)cc1NC(=O)C(C)C	0	0	0.1	-0.2	-3	-1	-1.6	0.2	-1.1	-1	0.0
O=C(c1ccc(Cl)cc1)C1CCCN(Cc2cccc3ncccc23)C1 (stereo not drawn)	-7	-11	-0.7	-2.3	6	-6	-3.4	-2.2	-5.8	-9	-3.7
O=C(O)c1cccc2c1NC(c1cccc([N+](=O)[O-])c1)C1CC(Sc3ccccc3[N+](=O)[O-])C(Cl)C21 (stereo not drawn)	1	-23	1.8	-0.4	-1	-6	0.2	-1.2	-0.7	-6	-1.2
COC(=O)CC1(CC(=O)OC)C(=O)N(c2ccccc2)C(=O)N(c2ccccc2)C1=O	-3	-9	2.3	0.2	-10	1	-0.7	-1.4	0.5	-1	2.0
CCCCn1c(O)c(C(C)=NCCCN(CC)CC)c(=O)[nH]c1=O	-1	4	-0.8	-0.1	0	-1	-0.2	-0.3	1.0	0	0.7
O=c1[nH]c2ccccc2n1C1CCN(Cc2ccc(-c3nc4ccccc4nc3-c3ccccc3)cc2)CC1	0	3	x	-2.8	-42	-5	0.7	-2.0	-1.9	10	x
Cc1ccc(-c2cc(C(F)F)n3ncc(C(=O)N4CCC5(CC4)OCCO5)c3n2)cc1	6	6	-0.6	0.3	-39	3	-1.5	-1.6	-1.7	6	0.1
CCOc1cc(C=C2C(=O)NC(=O)NC2=O)cc([N+](=O)[O-])c1O	4	4	x	-0.6	-2	6	0.2	-1.1	-3.1	3	x
FC(F)(F)c1ccc(CNCCc2ccc3c(c2)OCO3)cc1	-2	-4	2.3	-0.1	1	0	-1.0	-1.4	-4.9	-9	0.1
CCCCCn1c(=O)c(C(=O)Nc2ccccc2S(N)(=O)=O)c(O)c2ccccc21	-3	-5	0.9	-0.3	-2	4	-0.6	0.0	4.1	3	0.9
O=C(CCc1nnc2ccc(NCc3ccc(F)cc3)nn12)N1CCC2(CC1)OCCO2	-3	0	-0.8	-1.5	-19	6	-0.5	-1.2	0.1	0	0.7
CCC12C=CCN3CCC4(c5cc(Br)c(OC)cc5N(C)C4C(O)(C(=O)OC)C1OC(C)=O)C32 (stereo not drawn)	-4	-8	-4.5	-0.4	6	-2	1.1	-0.8	-1.5	-3	-0.2
NC(Cc1ccccc1)c1nc2ccccc2[nH]1 (stereo not drawn)	2	-7	4.6	0.5	-2	7	1.5	-0.5	0.9	0	1.7
O=C(Nc1cccc2ccccc12)c1nn(C23CC4CC(CC(C4)C2)C3)cc1Br	0	-4	2.5	-0.1	-4	-7	1.5	-1.3	2.0	5	0.9
O=C(NCC1=C(c2ccc3ccccc3c2)C[C@@H]2CC[C@H]1N2Cc1ccco1)c1cccs1	-3	-6	-4.3	0.7	3	-15	3.7	-1.7	5.4	-4	0.9
O=C1c2ccccc2-n2nnc(-c3ccccc3)c2C2c3cc(Br)ccc3CCN12 (stereo not drawn)	4	-1	x	0.9	0	7	2.0	-0.3	2.1	1	x
O=C(c1ccco1)C12CN3CN(CN(C3)C1)C2	-1	6	-0.9	0.7	-3	7	-0.9	-1.3	1.6	-2	0.6
O=c1[nH]c2ccccc2n1C1CCN(C(c2ccnc3ccccc23)c2nnnn2Cc2ccccc2)CC1 (stereo not drawn)	-7	-25	x	-2.6	-1	-3	-2.3	-1.6	-9.1	-16	x
O=C(CN1C(=O)CN=C(c2ccccc2)c2ccccc21)NCc1ccco1	-3	-5	-1.1	-0.1	4	2	1.2	-0.6	-3.0	-7	-0.9
CN1CCN(C(=O)COc2ccc(S(=O)(=O)NCc3ccccc3)cc2Cl)CC1	-1	6	-0.2	-0.1	0	-8	-2.0	-1.1	0.7	4	-0.1
CO[C@@H]1C=CC23c4cc5c(cc4CO[C@]2(O)CN(C)[C@H]3C1)OCO5 (stereo partly drawn)	2	1	-0.7	0.1	5	8	-0.6	-0.8	0.1	-6	-0.8
C[C@]12CCC(=O)C(O)=C1CC[C@@H]1[C@@H]2CC[C@]2(C)C(=O)CC[C@@H]12	1	1	0.7	1.2	6	-7	1.0	-1.8	-3.1	2	0.4
Cn1c(O)c(C=Nc2ccccc2)c(=O)n(C)c1=O	-3	2	0.4	0.0	-2	2	-0.7	-1.5	0.8	-3	-1.4
Cc1ccc2c(c1)CC1(CN2C)C(=O)NC(=O)N(c2ccc(C)c(C)c2)C1=O (stereo not drawn)	-1	1	-0.3	-0.5	-3	-19	2.6	-0.5	0.9	1	-0.3
CN1C(=O)C(C2c3ccccc3C(=O)N2Cc2ccccc2)C(=O)N(C)C1=O (stereo not drawn)	1	2	-0.4	0.7	14	0	-0.3	-1.4	-0.9	6	1.7
COc1cccc(-n2nc(C(=O)N3CCC4(CC3)OCCO4)c3ccccc3c2=O)c1	3	5	-0.9	0.2	6	-1	0.6	-1.2	-1.5	1	-0.1
Nc1cc(N2CCNCC2)ccc1[N+](=O)[O-]	-2	0	3.6	0.3	6	-8	-0.6	-1.4	-1.8	-1	0.6
CC(=O)C1CCC2C3CCC4CC(O)CCC4(C)C3CCC12C#N (stereo not drawn)	1	3	1.2	0.4	-20	8	-0.9	-0.7	0.0	0	-0.3
CN=C(SCc1cc2c(cc1Cl)OCO2)c1c(O)n(C)c(=O)n(C)c1=O	-5	5	-0.9	-0.6	4	5	-2.8	-1.1	1.1	3	-0.7
C[C@]12CCC3C(CC[C@H]4C[C@@H](O)CC[C@]34C)C1C[C@@H](O)[C@H]2O (stereo partly drawn)	-2	-2	1.2	-0.5	5	-5	-0.1	-1.1	0.2	0	1.1
CC1CN(C(=O)CCC(=O)N2CCC3(CC2)OCCO3)c2cc(Cl)ccc2O1 (stereo not drawn)	-1	2	1.6	-0.9	-3	-1	-2.0	-1.1	0.9	-3	1.1
Cc1cc(OCC(=O)N2CCC(C(=O)O)(c3ccccc3)CC2)c2c(C)c(C)c(=O)oc2c1	0	-5	-0.1	-0.8	i	7	-0.4	-1.4	-0.8	-7	-0.8
C=CCn1c(O)c(C(C)=NCc2cccnc2)c(=O)[nH]c1=O	0	4	0.5	0.7	2	2	-0.8	-1.0	1.4	3	3.4
CCCCOc1ccc(CCN)cc1Cl	-2	-3	-1.3	-0.3	6	3	-0.4	-0.7	2.9	-4	0.1
CCC(=Nc1cc(OC)ccc1OC)c1c(O)[nH]c(=O)[nH]c1=O	-3	-19	2.7	0.6	21*	7	-0.2	0.1	0.5	-21	-1.4
CC(=NCC1CCCO1)c1c(O)n(-c2ccc(C)cc2)c(=O)[nH]c1=O (stereo not drawn)	1	-2	3.4	-0.4	-4	-1	-1.9	-1.5	-1.2	-2	-0.6
Cc1cc(N2CCCC2)ccc1C=C(C#N)C#N	-5	-12	0.4	-0.3	-2	3	-1.1	-1.7	-2.5	-9	0.6
CC(C)OC(=O)Nc1ccc(N=C(N)N[N+](=O)[O-])cc1	-2	2	2.4	-0.6	-6	4	-0.5	-1.6	-3.5	3	-0.3
CC(N)Cc1c[nH]c2ccc(OCc3cccs3)cc12 (stereo not drawn)	0	-6	-0.6	-0.8	3	2	-2.4	-1.1	0.1	-2	0.4
Cc1ccc(NC(=O)c2ccc(C)c(S(=O)(=O)N3CCCCC3)c2)nc1	-1	0	0.5	-0.6	5	-7	-1.2	-0.8	3.2	1	-1.5
O=P(NC1CCCCC1)(Oc1ccccc1)Oc1ccccc1	-5	-12	0.3	-0.6	-4	0	-2.5	-1.3	0.0	-12	-0.5
Nc1ccc2nonc2c1[N+](=O)[O-]	-1	2	-0.2	-0.5	-11	-53	-1.1	-0.3	1.9	2	2.5
CCCC(=O)N1c2ccc(Cl)cc2C(c2ccccc2)=NCC1C(=O)NC(C)(C)C (stereo not drawn)	0	-20	x	0.5	1	-1	1.9	-1.0	-1.4	-20	x
Cc1ccccc1N1C(=O)NC(=O)/C(=C\c2ccc3c(c2)CCCN3Cc2ccccc2)C1=O	2	28	1.8	-1.4	-23	-6	0.1	-0.7	1.8	17	-1.1
C[C@H]1CC[C@H]2NCCN[C@H]2C1	0	2	2.5	0.1	-3	13	-1.1	-1.4	-0.2	-1	1.7
CN1CCN(c2ccc(NC(=O)C(C)(C)C)cc2)CC1	-1	5	0.1	0.7	-18	-5	3.0	-0.3	2.3	-4	-0.3
CCn1c(O)c(C=Nc2cc(Cl)ccc2Cl)c(=O)n(CC)c1=O	-1	3	1.9	-0.2	-5	0	6.8*	0.0	3.1	2	0.1
O=C(/C=C/c1ccc2c(c1)OCO2)c1c(O)n(CCc2ccccc2)c(=O)[nH]c1=O	-3	0	1.4	-0.2	1	-4	-2.2	-1.7	-2.1	-7	x
COP(=S)(OC)SCN1C(=O)c2ccccc2C1=O	-1	2	3.5	-0.1	6	4	0.7	-1.1	5.0	3	-0.5

An excerpt; count on the stated rates, not on these rows.
